High-throughput results from PubChem BioAssay.
Mtb RmlCD inh – M. tuberculosis RmlC/RmlD coupled enzyme inhibitors, primary screen, biochemical, compound mixtures, 384-well, from 1536-well plates. inhibition, % at 3.6 µM. AID 1533, 2009. RmlC+RmlD coupled enzyme assay, percent inhibition; primary screen in compound mixtures. actives 0.03% (n = 160,000). dTDP-4-dehydrorhamnose reductase (Mycobacterium tuberculosis (strain ATCC 25618 / H37Rv)) …; in the data active means inhibition mostly above about 34%, no sharp cut-off; inconclusive means no clear call, values can overlap the other calls; inactive means mostly below about 22%; further: some results filed as inactive read as strong as hits
Target sequence (P9WH09 whole entry, looked up): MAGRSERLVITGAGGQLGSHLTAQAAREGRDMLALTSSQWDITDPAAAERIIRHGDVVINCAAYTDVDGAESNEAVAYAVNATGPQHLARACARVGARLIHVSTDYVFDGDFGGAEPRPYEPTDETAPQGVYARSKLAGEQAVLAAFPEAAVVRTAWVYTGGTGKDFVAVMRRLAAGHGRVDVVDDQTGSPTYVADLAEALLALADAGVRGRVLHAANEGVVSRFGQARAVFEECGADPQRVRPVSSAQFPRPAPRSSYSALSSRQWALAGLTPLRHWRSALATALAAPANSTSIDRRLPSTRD
Target sequence (P9WH11 whole entry, looked up): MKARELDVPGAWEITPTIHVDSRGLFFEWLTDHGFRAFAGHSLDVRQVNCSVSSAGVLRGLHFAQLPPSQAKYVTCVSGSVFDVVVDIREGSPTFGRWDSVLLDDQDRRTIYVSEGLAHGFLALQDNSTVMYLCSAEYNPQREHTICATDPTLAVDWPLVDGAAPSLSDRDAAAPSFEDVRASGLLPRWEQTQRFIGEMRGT
M. tuberculosis GlmU – inhibition of mycobacterial GlmU enzyme – biochemical, glucosamine-1-phosphate acetyltransferase (AID 1376) | Bifunctional protein GlmU (Mycobacterium tuberculosis (strain ATCC 25618 / H37Rv)) | M. tuberculosis GlmU acetyltransferase enzyme assay; higher % means a stronger effect | inhibition, %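 (tested at 30 µM in the primary screen)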; hits with a dose series show IC50 in µM | actives 0.25% (n = 220,000); in the data active means inhibition above about 13%; inconclusive means no clear call, values can overlap the other calls;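 further: 0% = complete reaction with vehicle and 100% = reaction without substrate; strong numbers were not always called active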
Active calls of the source: *; ? = inconclusive; / = not tested or not shown. These rows are one share of the data (hit frequency here may not be typical).

Value order: Mtb RmlCD inh	M. tuberculosis GlmU
COc1ccc(S(=O)(=O)NCC(=O)N(CC(=O)NCC2CCCO2)c2cc(C)ccc2C)cc1 (centres undefined)
 : 12	2.7%
COc1ccccc1N1CCN(CC(=O)Nc2sccc2C#N)CC1
 : /	2.3%
CCN(CC)S(=O)(=O)c1cccc(C(=O)N/N=C/c2cccc(O)c2O)c1
 : -13	3.9%
CCN(CC)C(=O)C1CCCN(C(=O)Nc2ccc(NC(=O)N3CCCC(C(=O)N(CC)CC)C3)cc2)C1 (centres undefined)
 : /	-2.2%
CCCCOC(=O)C[N+](C)(C)CCOC1CC2CCC1(C)C2(C)C (centres undefined)
 : 16	0.3%
CCOc1ccc2nc(NC(=O)CSc3nc4cccnc4n3C)sc2c1
 : -4	0.9%
O=C(Cc1csc(-c2ccccc2)n1)NCc1cccs1
 : 6	2.6%
CSc1ccc(Cl)c(C(=O)Nc2ccc(Cl)cn2)c1
 : -6	1.5%
Cc1csc(CCc2nc(C)cs2)n1
 : 5	0.5%
CC(C(=O)Nc1ccccc1)N(c1cccc(Cl)c1)S(C)(=O)=O (centres undefined)
 : 0	-5.3%
O=C(Nc1ccc2c(c1)OCCO2)c1ccc(Br)o1
 : 8	3.1%
CC1C(c2ccccc2)N(C)C(c2ccccc2)CC1(O)c1ccccc1 (centres undefined)
 : /	7.6%
O=C(Nc1ccc(NC(=S)NC(=O)c2cccs2)cc1)c1ccccc1
 : -2	1.7%
CCCCN(c1ccccc1)c1ncnc2nc[nH]c12
 : -7	7.0%
O=C(O)Cn1cc(/C=N/NC(=O)c2cc3cc(Br)ccc3o2)c2ccccc21
 : 13	-0.3%
COc1cc(NC(=O)c2ccc(Cl)cc2Cl)ccc1NC(=O)c1cccs1
 : -10	0.7%
CCOc1ccccc1-n1c(C)nc2cc(C(=O)O)ccc21
 : 0	-3.3%
COc1ccc(CN(C)CC(=O)Nc2ccc(SC(F)F)cc2)cc1OC
 : -8	-0.5%
Cc1ccnc(NC(=O)C2CCC(CNc3c(N4CCCC4)c(=O)c3=O)CC2)c1 (centres undefined)
 : -7	0.7%
COc1cc(S(=O)(=O)NC(C)C)ccc1Cl
 : 7	2.8%

Next part:
Value order: Mtb RmlCD inh	M. tuberculosis GlmU
COc1ccc(CNC(=O)c2ccc(NC(=O)CC3SC(N4CCCCC4)=NC3=O)cc2)cc1 (centres undefined)
 : -3	2.0%
Cc1nn(-c2ccccc2)nc1C(N)=O
 : -7	8.4%
CN(C)/C=C(\C=O)c1ccc(Cl)cc1Cl
 : 3	-1.1%
N#Cc1c(-c2ccc3c(c2)OCO3)ccn2nc(-c3cccc(C(F)(F)F)c3)nc12
 : 88	-0.1%
NC(=S)N/N=C1\CCOc2ccc(F)cc21
 : 8	2.4%
O=C(COC(=O)Cn1cnc2ccccc21)Nc1cccc2c1C(=O)c1ccccc1C2=O
 : -9	2.7%
CCOC(=O)CNC(=O)c1cc(-c2ccccn2)nc2c(C)c(Cl)ccc12
 : -7	0.3%
CCc1nnc(NC(=O)CSc2ncnc3c2oc2ccccc23)s1
 : 12	0.0%
COc1ccccc1/C=C/C=N/NC(=O)c1ccccn1
 : -3	0.3%
Cn1cnc(Sc2ncnc3nc[nH]c23)c1[N+](=O)[O-]
 : /	3.0%
O=C1OCC2=C1C(c1ccccc1)CC(=O)N2c1ccccc1 (centres undefined)
 : -2	-4.5%
CCOC(=O)C(=O)N/N=C/c1ccc(F)cc1
 : 9	1.4%
NC(=O)C1CCN(C2CC(=O)NC2=O)CC1 (centres undefined)
 : 4	0.2%
Cn1c(O)c(C=Nc2ccc(Cl)cc2)c(=O)n(C)c1=O
 : -2	/
CC(=O)N(Cc1nc2sc(C)c(C)c2c(=O)[nH]1)C1CCCC1
 : -7	1.8%
CCCCc1cc(=O)oc2cc(OS(C)(=O)=O)ccc12
 : /	2.5%
O=C(COC(=O)C12CC3CC(CC(C3)C1)C2)NCCc1ccccc1
 : 104	5.3%
COc1ccc(OC)c(NC(=O)CNC(=O)c2ccc([N+](=O)[O-])cc2)c1
 : -9	0.7%
Cc1cc(C)cc(NC(=O)CSc2nc3c(oc4ccccc43)c(=O)n2-c2ccccc2)c1
 : -12	-1.7%
COc1cc(OC)cc(C(=O)NNC(=S)Nc2ccc(S(N)(=O)=O)cc2)c1
 : -11	0.7%

The list goes on.
Value order: Mtb RmlCD inh	M. tuberculosis GlmU
N#CC(c1ccncc1)(c1ncc(C(F)(F)F)cc1Cl)N1CCOCC1 (centres undefined)
 : 6	/
CCOc1ccc(Cn2c(=O)sc3ccccc32)cc1OC
 : /	-3.8%
CCCCNC(=O)CSc1nc(O)c(Cc2ccc(OC)cc2)c(=O)[nH]1
 : 4	-0.4%
NC(=O)COC(=O)CCCSc1nc2ccccc2s1
 : /	0.5%
CC12CN3CC(C)(CN(C1)C3c1ccc3ccccc3c1O)C2=O (centres undefined)
 : 7	-4.2%
CCCSc1nc2sc3c(c2c(=O)[nH]1)CCN(Cc1ccccc1)C3
 : -8	4.2%
COc1ccc(C)cc1NC(=O)NNC(=O)C1CCC(C(C)(C)C)CC1 (centres undefined)
 : /	1.7%
CCOc1nc(Nc2ccc(F)cc2)nc(N2CCN(c3ccc(OC)cc3)CC2)n1
 : 2	3.2%
CN1CCc2nc(SCC(=O)Nc3ccc(Cl)cc3)c(C#N)cc2C1
 : 4	0.4%
O=C(CN1CCN(c2ccccc2)CC1)Nc1ccc(Oc2ccccc2)cc1
 : /	5.4%
Cc1ccc(Cn2ccc(NC(=O)c3cc(-c4ccc(F)cc4)on3)n2)cc1
 : 1	2.3%
CCNc1nc(Oc2ccc(=O)n(-c3ccccc3)n2)nc(N2CCOCC2)n1
 : 13	-0.1%
O=c1[nH]c(N2CCN(Cc3ccc4c(c3)OCO4)CC2)nc2c1CCCC2
 : 7	-1.7%
O=C(NC(Cc1c[nH]c2ccccc12)C(=O)Nc1ccc(OC(F)(F)F)cc1)c1cccs1 (centres undefined)
 : -6	0.7%
COc1ccc2nc(/N=C/c3c(O)n(-c4cccc(Cl)c4)c(=O)[nH]c3=O)sc2c1
 : -9	9.7%
O=C(NCCCc1nc2ccccc2[nH]1)c1cccs1
 : -4	-1.3%
Cc1nc(N2CCOCC2)c2oc3ccccc3c2n1
 : 14	3.6%
O=C1/C(=N\S(=O)(=O)c2cccs2)C([n+]2ccccc2)=C([O-])c2ccccc21
 : 8	3.0%
COCC(=O)Nc1nnc(C2CCCCC2)s1
 : /	2.1%
CCO[C@H]1OC(C(N)=O)=C[C@@H](c2csc3ccccc23)[C@@H]1CCCO
 : /	1.8%

The list continues:
SMILES	Mtb RmlCD inh	M. tuberculosis GlmU
Cc1ccc(C(=O)OCC(=O)Nc2cccc(Cl)c2C)c(O)c1	5	0.1%
Cc1c(NC(=O)CCCOc2ccccc2)cccc1[N+](=O)[O-]	/	1.8%
CC(=O)Nc1sc2c(c1C(N)=O)CCN(Cc1ccccc1)C2	11	-5.0%
CC(C)(C)c1ccc(C(=O)NC(=S)Nc2sc3c(c2C#N)CCC3)cc1	9	4.7%
Cc1cc(C)c(NC(=O)c2cc3c(nc4sccn43)s2)c(C)c1	11	1.3%
CC(=O)NC(Cc1c[nH]c2ccccc12)C(=O)OCC(=O)Nc1ccc2c(c1)OCO2 (centres undefined)	/	0.7%
Cn1cc(Br)c(C(=O)Nc2nccs2)n1	7	8.1%
CC(=O)c1ccc(-n2nnnc2SCC(=O)NNC(=O)c2ccco2)cc1	62	0.8%
COc1ccc(Nc2nc(C)cc(C)c2C#N)cc1	1	-2.8%
COC(=O)c1c(C)cc(O)cc1O	/	3.4%
Cc1ccc(CSCC(=O)Nc2ccc(F)cc2)cc1	-7	5.1%
CCn1c(SCc2ccccc2Cl)nc2nc3c(cc2c1=O)CCCC3	15	1.3%
O=C1Nc2ccccc2/C1=N\N1CCOCC1	-6	-0.7%
CCCCS(=O)c1c(O)c2ccccc2[nH]c1=O (centres undefined)	-6	5.5%
COc1ccccc1-c1nc(-c2ccc(Br)o2)no1	/	-0.7%

(next part)
SMILES	Mtb RmlCD inh	M. tuberculosis GlmU
Cc1ccccc1C(=O)NCCCCc1ccccc1	-9	-2.9%
COc1cccc(C2(CSc3nnc(-c4cc(OC)c(OC)c(OC)c4)o3)OCCO2)c1	11	/
CC(C)N=C(NC#N)SCc1ccc(Br)cc1	/	2.1%
CCCCC1C2C(=O)N(c3ccccc3)C(=O)C2ON1c1ccccc1 (centres undefined)	/	-4.2%
CCn1c(=O)cc(OCC(=O)Nc2cccnc2)c2ccccc21	-8	0.9%
CC(C)c1ccc(C2CC(=O)N3CN(Cc4ccco4)CSC3=C2C#N)cc1 (centres undefined)	?	4.5%
CCC(c1nnnn1CCc1ccccc1)N(Cc1ccco1)Cc1cc2cc(C)cc(C)c2[nH]c1=O (centres undefined)	9	2.4%
CC(=O)N1c2c(cc(Br)cc2S(=O)(=O)NCc2cccnc2)CC1C (centres undefined)	30	1.7%
O=C(CSc1nnc(-c2ccncc2)n1CCc1ccccc1)NCc1ccccc1	/	-1.6%
Brc1cnc(N2CCOCC2)nc1N1CCCCC1	-7	-0.8%
N#C/C(=C\c1ccc(Br)s1)C(=O)N1CCN(c2ccccc2)CC1	13	7.2%
COc1ccc(-c2nnc(SCC(=O)N3CCCC(C)C3)o2)c(OC)c1 (centres undefined)	/	2.1%
COc1ccc(-c2csc(NC(=O)c3ccc(OCC(=O)N4CCOCC4)c(OC)c3)n2)cc1OC	6	5.0%
CN(C)c1ccnc2sc3c(NCC(O)CO)ncnc3c12 (centres undefined)	-11	-8.4%
O=C(O)c1cccnc1SC1CC(=O)N(c2cccc(C(F)(F)F)c2)C1=O (centres undefined)	/	-8.1%

Continued.
SMILES	Mtb RmlCD inh	M. tuberculosis GlmU
O=C(NC1CCc2ccccc21)c1cc(COc2ccc(F)cc2F)on1 (centres undefined)	/	-1.8%
O=C(COc1ccc(C(=S)N2CCOCC2)cc1)N1CCCC1	-3	1.7%
CCCn1c(N)c(C(=S)NC(=O)C2CC2)c(=O)n(C)c1=O	/	-1.4%
CC(C)C1Cc2c(sc3c2c(=O)n(Cc2ccccc2)c2nncn32)CO1 (centres undefined)	-7	-0.1%
CCOc1ccc(-n2c(SCC(=O)Nc3cc(C)on3)nc3c([nH]c4ccccc43)c2=O)cc1	8	-3.9%
CCC(=O)Nc1cccc(Oc2nc(C)cc(C)c2C#N)c1	9	0.8%
O=C1/C(=C\c2ccncc2)SC(=S)N1C1CCCCC1	-13	1.9%
CCOc1ccc(C(=O)CSc2nnc3ccccn23)cc1	/	3.4%
Cc1ccc(C(CC(=O)O)Nc2nc(N3CCCCC3)nc(N3CCCCC3)n2)cc1 (centres undefined)	-6	0.5%
CCN(CC)S(=O)(=O)c1ccc(-c2nnc(SCC(C)=O)o2)cc1	1	-1.7%
CNC(=S)N1N=C(c2ccc(Br)cc2)CC1c1ccc(Br)cc1 (centres undefined)	-6	-0.7%
Cc1cc(-c2nn3c(C)nnc3s2)ccc1NC(=O)C(C)(C)C	/	1.1%
COc1cc(C)c(NC(=S)NCCCN2CCOCC2)cc1OC	4	5.0%
Cc1ccc(-n2cnc(N)c2C(=O)c2cccc([N+](=O)[O-])c2)cc1	5	3.8%
O=C(COc1ccccc1-c1ccccc1)NN=C1CCCC1	/	-6.5%

Ordered by formula weight (ascending): part of the list above.
SMILES	Mtb RmlCD inh	M. tuberculosis GlmU
O=C(COc1ccccc1-c1ccccc1)NN=C1CCCC1	/	-6.5%
CCCn1c(N)c(C(=S)NC(=O)C2CC2)c(=O)n(C)c1=O	/	-1.4%
Cc1ccc(-n2cnc(N)c2C(=O)c2cccc([N+](=O)[O-])c2)cc1	5	3.8%
COc1cc(C)c(NC(=S)NCCCN2CCOCC2)cc1OC	4	5.0%
O=C(NC1CCc2ccccc21)c1cc(COc2ccc(F)cc2F)on1 (centres undefined)	/	-1.8%
CC(C)C1Cc2c(sc3c2c(=O)n(Cc2ccccc2)c2nncn32)CO1 (centres undefined)	-7	-0.1%
CNC(=S)N1N=C(c2ccc(Br)cc2)CC1c1ccc(Br)cc1 (centres undefined)	-6	-0.7%

Further structures follow:
SMILES	Mtb RmlCD inh	M. tuberculosis GlmU
COc1ccc(Cl)cc1NC(=O)NC(C)C	3	-2.9%
COc1ccc(-c2noc(-c3ccc(Br)o3)n2)cc1OC	-5	-0.1%
COc1ccc(C(=O)N(CN2CCCC2=O)c2nccs2)cc1OC	/	9.0%
O=C(N/N=C1/CCS(=O)(=O)c2ccc(F)cc21)c1ccccn1	-42	-0.6%
Cc1noc(C)c1S(=O)(=O)Nc1c(C)n(C)n(-c2ccccc2)c1=O	23	0.8%
O=C(NC1(C(F)(F)F)NC(=O)N(c2ccccc2F)C1=O)c1ccncc1 (centres undefined)	6	-4.6%
COc1ccc(-c2n[nH]c(C)c2-c2cc(OC)ccc2O)cc1	/	1.6%
Cc1ccc(NC(=O)COC(=O)c2ccc3c(c2)OCO3)cc1S(=O)(=O)N1CCCCC1	-11	-6.3%
O=C(O)Cc1ccc(NC(=O)C(c2ccccc2)c2ccccc2)cc1	33	2.6%

Record cards (already shown).
Listed for COc1ccc(-c2noc(-c3ccc(Br)o3)n2)cc1OC → Mtb RmlCD inh = -5; M. tuberculosis GlmU = -0.1%
Listed for O=C(O)Cc1ccc(NC(=O)C(c2ccccc2)c2ccccc2)cc1 → Mtb RmlCD inh = 33; M. tuberculosis GlmU = 2.6%
Listed for Cc1noc(C)c1S(=O)(=O)Nc1c(C)n(C)n(-c2ccccc2)c1=O → Mtb RmlCD inh = 23; M. tuberculosis GlmU = 0.8%
